PLK1 PBD block: qHTS for Inhibitors of PLK1-PDB (polo-like kinase 1 - polo-box domain): Primary Screen | Serine/threonine-protein kinase PLK1 (Homo sapiens), P53350 | Plk1 PBD binding of FITC phosphopeptide, fluorescence polarization | Potency, µM, for inactives: max response, negative = inhibition, hits mostly inhibitors | actives 2.8% (n = 360,000) | AID 720504, 2013; note: potency is the fitted concentration of half-maximal effect; series mostly up to about 57 µM; % is set by controls: 0 for no effect and ±100 for the full control effect; nearly all actives have a fitted effect of over 65% in size
Target sequence (P53350 whole entry, looked up, the tested form may be a part): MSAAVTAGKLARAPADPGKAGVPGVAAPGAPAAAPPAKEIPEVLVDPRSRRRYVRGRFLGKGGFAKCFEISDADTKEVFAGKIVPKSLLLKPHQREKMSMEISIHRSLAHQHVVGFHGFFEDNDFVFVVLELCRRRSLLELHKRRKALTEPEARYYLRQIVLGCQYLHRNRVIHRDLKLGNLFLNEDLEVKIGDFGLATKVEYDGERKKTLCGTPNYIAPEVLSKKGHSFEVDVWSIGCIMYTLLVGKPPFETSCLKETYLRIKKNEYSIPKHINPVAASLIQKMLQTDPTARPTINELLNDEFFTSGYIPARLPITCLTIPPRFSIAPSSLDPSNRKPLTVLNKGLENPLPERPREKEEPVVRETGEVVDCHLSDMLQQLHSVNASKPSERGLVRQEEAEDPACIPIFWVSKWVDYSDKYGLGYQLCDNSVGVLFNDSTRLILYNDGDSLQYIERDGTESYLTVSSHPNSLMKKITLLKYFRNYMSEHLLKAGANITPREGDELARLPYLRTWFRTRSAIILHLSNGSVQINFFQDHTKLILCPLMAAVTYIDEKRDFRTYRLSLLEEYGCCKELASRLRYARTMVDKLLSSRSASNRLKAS
WRN helicase inh: qHTS for Inhibitors of WRN Helicase; actives 0.46% (n = 360,000); WRN helicase unwinding, fluorescent forked duplex, kinetic; Potency, µM (series often up to 114 µM), for the others: top-dose activity change, negative = inhibition, hits mostly inhibitors; note: potency is the fitted concentration of half-maximal effect; % is set by controls: 0 for no effect and ±100 for the full control effect; nearly all actives have a fitted effect of over 55% in size
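Enzyme (20 nM final) and test compound sit together 15 min at room temperature before substrate addition. Substrate is a single-forked duplex oligonucleotide (100 nM) labelled with fluorophore and quencher, with 2 mM ATP; helicase unwinding raises red fluorescence, read kinetically.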
D3 ag: qHTS of D3 Dopamine Receptor Agonist: qHTS | D(3) dopamine receptor (Homo sapiens), P35462 | actives 0.58% (n = 410,000) | D3R DiscoveRx beta-arrestin cells, luminescence, 90 min | max activation, % | AID 652048, 2013; in the data active = max activation above about 30%; note: 0% is about no effect; mostly tested at two doses, the higher about 12 µM
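Cells at 1500/well, incubated overnight, then treated with pinned compounds (dopamine as control) for 90 min at 37 degrees C. DiscoveRx reagent added for 30 - 60 minutes at room temperature; luminescence read.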
GLP1R ag: qHTS of GLP-1 Receptor Agonists. Glucagon-like peptide 1 receptor (Homo sapiens), P43220. HEK293 GLP-1R CRE-luciferase, luminescence, 4-6 h; cells express a hypersensitive GLP-1R form. Potency, µM (top dose mostly 45.6 µM), for the others: at the top dose activation, hits mostly activators. actives 0.007% (n = 380,000). AID 624172, 2012; note: potency is the fitted concentration of half-maximal effect; % of control where 0% means no effect
Target sequence (P43220 whole entry, looked up): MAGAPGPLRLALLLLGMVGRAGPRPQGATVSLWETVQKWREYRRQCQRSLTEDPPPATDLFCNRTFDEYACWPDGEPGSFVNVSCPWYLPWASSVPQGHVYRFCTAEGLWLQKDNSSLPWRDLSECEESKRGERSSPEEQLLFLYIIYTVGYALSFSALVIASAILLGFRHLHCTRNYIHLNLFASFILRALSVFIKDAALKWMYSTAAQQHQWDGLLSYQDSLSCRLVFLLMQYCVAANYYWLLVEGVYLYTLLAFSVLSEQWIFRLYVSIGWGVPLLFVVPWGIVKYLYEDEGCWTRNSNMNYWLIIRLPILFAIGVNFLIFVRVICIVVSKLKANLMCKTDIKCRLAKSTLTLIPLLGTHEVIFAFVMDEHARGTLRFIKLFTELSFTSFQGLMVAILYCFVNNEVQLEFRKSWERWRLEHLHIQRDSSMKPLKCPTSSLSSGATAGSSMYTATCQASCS
PI5P4K alpha inh: qHTS for Inhibitors of phosphatidylinositol 5-phosphate 4-kinase (PI5P4K); AID 652105, 2013; actives 1.2% (n = 330,000); Phosphatidylinositol 5-phosphate 4-kinase type-2 alpha (Homo sapiens), P48426; max response, %; PI5P4Kalpha enzyme, ADP-Glo luminescence, 60 min; stronger effect = lower value; active = max response of -50% or lower; inconclusive = between -30% and -50%; inactive = -30% or higher; note: value at the top dose of about 77 µM; % is set by controls: 0 for no effect and ±100 for the full control effect
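ADP-Glo luminescence end-point after a 60 min room-temperature kinase reaction. PI5P4Kalpha and substrate in HEPES pH 7.4 buffer with EGTA, 0.1% CHAPS and 5% DMSO; ATP at 5 microM final.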
HEK293 tox: qHTS of GLP-1 Receptor Inverse Agonists: Cytotox Screen; AID 624418, 2012; actives 0.13% (n = 410,000); Potency, µM (doses to about 38.3 µM), inactives show at the highest dose activity change, negative = inhibition, most hits filed as inhibitors; HEK293 cAMP-luciferase reporter cells, luminescence, 24 h;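 note: loss of luciferase light is scored as toxicity; potency is the fitted concentration of half-maximal effect; % is set by controls: 0 for no effect and ±100 for the full control effect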
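Luminescence readout: signal drop marks cytotoxicity. Plated cells grew 12 h at 37 °C, 5% CO2, received 23 nL compound for 24 h, then got luciferase reagent, read after 12 min at RT.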
IL-2 act: qHTS of IL-2 Activators | actives 0.065% (n = 360,000) | activation, % (series mostly up to about 46 µM) | IL-2 activation reporter assay, cell-based qHTS; stimulated with anti-CD3/CD4/CD28 beads; in transgenic mouse T cells; in the data active = activation above about 50%; inconclusive = mostly about 30% to 49%; note: 0% is about no effect
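EGFP and DsRed fluorescence is measured by plate cytometry in unstimulated transgenic mouse T cells exposed to compound for 60 minutes, then stimulated 18 hours at 37 degrees C with anti-CD3/anti-CD4 beads plus anti-CD28.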
GLP1R inv ag: qHTS of GLP-1 Receptor Inverse Agonists (Inhibition Mode). Glucagon-like peptide 1 receptor (Homo sapiens), P43220. HEK293 GLP-1R CRE-luciferase, luminescence, 24 h; GLP-1R form is constitutively active. Potency, µM (top dose mostly 38.3 µM), for the others: top-dose activity change, negative = inhibition, actives largely listed as inhibitors. AID 624417, 2012. actives 1.6% (n = 410,000); note: potency is the fitted concentration of half-maximal effect; % is set by controls: 0 for no effect and ±100 for the full control effect; nearly all actives have a fitted effect of over 55% in size
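Stable HEK293 clone (constitutively active GLP-1R + cAMP-response luciferase); 200 cells/uL plated, 12 h pre-culture, compound 24 hr, 37 deg C/5% CO2; detection reagent 12 min RT; luminescence.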
DRD3 antagonist: qHTS of D3 Dopamine Receptor Antagonist: qHTS; actives 2.5% (n = 360,000); AID 652054, 2013; D3R cells, DiscoveRx beta-arrestin luminescence, antagonist mode; stronger effect = lower value; D(3) dopamine receptor (Homo sapiens), P35462; max response, negative = inhibition, %; in the data active = max response below about -50%; inconclusive = no clear call, values can overlap the other calls; note: % is set by controls: 0 for no effect and ±100 for the full control effect; mostly tested at two doses, the higher about 12 µM
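Cells plated overnight at 1500 cells/well, then exposed to library compounds with dopamine controls for 90 minutes at 37 degrees C. DiscoveRx reagent added for 30–60 minutes at room temperature; luminescence read, quantitative HTS format.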
Starred values were filed as active, the others as inactive; ? = inconclusive; . = no result given; & = joins results of further samples; [ ] = another dose, or the depositor's remark. Unless noted, calls come from the whole dose curve; as a rule, active = well fitted curve in the direction sought with a large enough effect; inconclusive = small, poorly fitted or top-dose-only effect, or another doubt; inactive = no such curve, though single readings can be large; an effect the other way counts as inactive or inconclusive. The order is random; 7.8% or so of the library scored in one or more.

SMILES	PLK1 PBD block	WRN helicase inh	D3 ag	GLP1R ag	PI5P4K alpha inh	HEK293 tox	IL-2 act	GLP1R inv ag	DRD3 antagonist
COc1ccc(CN2C[C@@H](CO)O[C@@H](n3cnc4c(NCc5ccc(F)cc5)ncnc43)C2)cc1	0%	5%	7	11%	2	-10%	-0.5	-10%	11
COc1ccccc1-n1c(CCC(=O)O)ccc1-c1ccccc1	-3%	5%	-1	-5%	3	5%	1.4	11%	-5
COC(=O)c1ccccc1-c1c2ccc(=N)cc-2oc2cc(N)ccc12	?	4.7µM*	-36	-1%	-8	.	2.6	-26%	-64*
Cc1ccccc1OCC(O)CN(CCO)Cc1ccccc1 (centres undefined)	-3%	-23%	2	2%	2	-6%	2.2	-4%	0
CCCC(O)(c1ccccc1)C(c1ccccc1)c1ccccn1 (centres undefined)	-4%	4%	-2	4%	4	-3%	-0.9	4%	1
O=C1CC(=O)CC(c2ccco2)C1	-9%	-7%	5	-2%	0	2%	-0.6	8%	0
CC(C)Cc1nnc(NC(=O)CSc2nc(N)cc(=O)[nH]2)s1	0%	0%	2	1%	-1	1%	-1.5	0%	-26
O=C(Cn1c(=O)n(Cc2ccco2)c(=O)c2c3c(sc21)CCCCC3)c1ccccc1	-20%	?	-15	-7%	.	-6%	-3.1	0%	?
Cc1c(Cl)cccc1NS(=O)(=O)c1ccc(NS(=O)(=O)c2ccc3c(c2)OCCO3)cc1	.	.	-11	-8%	.	-11%	.	?	.
COc1ccc(/C=C(\NC(=O)c2ccco2)C(=O)NCc2ccco2)cc1	2%	5%	6	3%	-2	0%	-3.6	27%	13
CCN1CCc2c(OCC(=O)N3N=C(c4cccs4)CC3c3ccc(F)cc3)cccc2C1=O (centres undefined)	0%	-4%	-3	3%	2	?	-3.6	?	-22
O=C(Nc1ccccc1)Oc1cccc2cccnc12	-3%	-1%	-14	0%	7	?	-4.3	4µM*	-28
CCN1CCN(c2ccc(S(=O)(=O)N3CCOCC3)cc2NC(=O)C(C)Oc2ccc(Cl)cc2)CC1 (centres undefined)	0%	-7%	-8	4%	1	-23%	-3.7	?	-17
O=C(Nc1cc(Cl)ccc1F)c1ccc(-n2cncn2)c([N+](=O)[O-])c1	-8%	4%	3	11%	-4	4%	0.2	0%	-10
COc1ccc(C)cc1NC(=O)C1CC(=O)N(Cc2ccco2)C1 (centres undefined)	-6%	-10%	2	1%	-3	5%	-0.3	0%	2
Cc1ccc(/C=C/C(=O)Nc2ccc3nc(N4CCC(C)CC4)cc(C)c3c2)cc1	.	.	-8	-1%	.	4%	.	5%	.
COc1cccc(N2CC34C=CC(O3)C(C(=O)O)C4C2=O)c1 (centres undefined)	-10%	-28%	1	-8%	?	0%	-0.6	-2%	9
Cc1ccc(C)c(OCC(=O)NCC(c2ccco2)N2CCCCC2)c1 (centres undefined)	-5%	-6%	-11	-1%	-6	4%	-3.7	?	2
Cc1c(OC(C)C(=O)NCCCN2CCCC2=O)ccc2c3c(c(=O)oc12)CCCC3 (centres undefined)	-2%	2%	-15	21%	2	-9%	-3.5	187%[activator]	12
CCc1ccccc1NC(=O)N[C@H](C(=O)O)C(C)C	-3%	3%	3	-14%	-5	-4%	0.2	-11%	-6

Sorted by count of non-hydrogen atoms (descending): some entries from above
SMILES	PLK1 PBD block	WRN helicase inh	D3 ag	GLP1R ag	PI5P4K alpha inh	HEK293 tox	IL-2 act	GLP1R inv ag	DRD3 antagonist
O=C(Cn1c(=O)n(Cc2ccco2)c(=O)c2c3c(sc21)CCCCC3)c1ccccc1	-20%	?	-15	-7%	.	-6%	-3.1	0%	?
Cc1ccc(C)c(OCC(=O)NCC(c2ccco2)N2CCCCC2)c1 (centres undefined)	-5%	-6%	-11	-1%	-6	4%	-3.7	?	2
O=C1CC(=O)CC(c2ccco2)C1	-9%	-7%	5	-2%	0	2%	-0.6	8%	0

(cont.)
SMILES	PLK1 PBD block	WRN helicase inh	D3 ag	GLP1R ag	PI5P4K alpha inh	HEK293 tox	IL-2 act	GLP1R inv ag	DRD3 antagonist
CS(=O)(=O)N(CC(=O)N1CCC(C(N)=O)CC1)C1CCCCC1	-5%	-3%	-1	-4%	1	7%	6.5	32%[activator]	6
COc1ccc(C2OC(=O)Cc3cc(OC)c(OC)cc32)cc1 (centres undefined)	-6%	-3%[57.1 µM]	9	17%	-2	6%	0.3	47%[activator]	-9
O=C1NC[C@H](c2ccccc2)N(CCc2cc(C(F)(F)F)cc(C(F)(F)F)c2)C1=O	5%	3%	5	0%	1	4%	-0.4	?	49
COc1ccc(CN2CCN(C(=O)c3ccc(CNS(=O)(=O)c4ccc(C)cc4)cc3)CC2)c(OC)c1OC	-2%	1%	2	2%	10	-18%	-0.1	-16%	34
Clc1cccc(-c2cccc3nccn23)c1Cl	-6%	2%	2	13%	-2	3%	-0.6	17%	0
COc1cc(C2C3=C(CC(C)(C)CC3=O)Nc3ccccc3N2C(C)=O)cc(OC)c1OC (centres undefined)	1%	6%	5	-1%	2	1%	2.8	-6%	-3
COC(=O)Nc1c(-c2ccccc2)nc2ccc(Cl)cn12	-10%	-12%	-16	1%	2	14%	0.8	-29%	12
COc1ccc2cc(C3(C)NC(=O)NC3=O)ccc2c1 (centres undefined)	-23%	8%	-2	9%	1	13%	-0.2	16%	-15
O=C(Cc1nnc(NC(=O)c2ccccc2)s1)N/N=C/c1ccc(O)cc1	-6%	-6%	-2	2%	-28	0%	0.3	25%	-10
O=C(NCCCN1CCOCC1)c1[nH]c(C(F)(F)F)nc1-c1ccccc1	1%	-10%	5	-2%	4	-2%	-0.5	16%	5
Cc1ccc(NC(=O)CN2C(=O)CC(C)Sc3ccccc32)c(C)c1 (centres undefined)	.	.	1	25%	.	-7%	.	-4%	.
COc1ccc(NC(=O)c2cc(C3CC3)on2)c(OC)c1	-9%	4%	-3	-5%	-1	20%	5.0	3%	-4
O=C(Nc1ccc(C(F)(F)F)cc1)C1CCN(c2cnccn2)CC1	-4%	-4%	-2&5	-1%	6	-9%&-6%	0.1	?	-6
Cc1cc(Nc2cccc(F)c2)n2ncnc2n1	-8%	-14%	-2	7%	2	3%	-3.4	26%	-28
O=c1sc2ccccc2n1COc1ccc(Cl)cc1	1%	6%	-2	17%	18	5%	0.8	?	18
CCCN(CC(=O)Nc1ccccc1C)C(=O)C1CCN(S(=O)(=O)c2ccccc2C(F)(F)F)CC1	-7%	-7%	-4	18%	2	6%	-1.1	-12%	-2
COc1cc(Cc2nccc3cc(OC)c(OC)cc23)c(S(=O)(=O)O)cc1OC	-6%	4%[57.1 µM]	7	4%	1	7%	0.9	-5%	-2
CC(=O)Nc1ccc(NC(=O)c2cccc(C(=O)OC(C)C)n2)cc1	-8%	-1%	0	-4%	4	2%	1.1	2%	11
C/C(=N\N1CCN(Cc2ccccc2Cl)CC1)c1ccc(F)cc1	-12%	-1%	-4	15%	-1	0%	-5.4	-11%	-19
CCC(C)(C)NC(=O)C(c1ccc(C)o1)N(Cc1ccc2c(c1)OCO2)C(=O)c1snc(C(N)=O)c1N (centres undefined)	3%	-5%	1	0%	-8	0%	2.2	10%	13
C=CCNC(=O)/C(=C/c1cccc([N+](=O)[O-])c1)NC(=O)c1ccco1	-1%	-21%	4	3%	2	11%	2.1	29%	4
COc1ccc(C(=O)Nc2cc(C(C)C)c(O)c(S(=O)(=O)c3ccc(OC)cc3)c2C)cc1	.	.	7	3%	.	-3%	.	?	.
COc1cccc(C(=O)Nc2nnc(SCC(=O)NC3CC3)s2)c1	-4%	-3%	6	3%	-8	-5%	-2.5	1%	12
COc1cc(/C=N/NC(=O)c2ccc(O)cc2)ccc1OCC(=O)N1CC(C)OC(C)C1 (centres undefined)	-16%	-8%	-5	9%	0	8%	-1.4	55%[activator]	8
CC1(NC(=O)CC(c2ccccc2)(c2ccccc2)c2ccccc2)CCN(CCCc2ccccc2)C1=O (centres undefined)	3%	-10%	0	-1%	2	-9%	-2.8	10%	-6
CC(=O)N1Cc2cc([N+](=O)[O-])ccc2Oc2ccccc21	-1%	-7%[57.1 µM]	-1	6%	-4	7%	0.9	2%	5
O=c1[nH]c2ccccc2nc1Cc1ccc([N+](=O)[O-])cc1	-22%	-9%	1	9%	3	-1%	-2.7	5%	6
COc1ccc2cc(/C(C)=N/NC(=O)C3CC3)ccc2c1	-2%	-18%	6	4%	-7	-15%	0.5	-2%	8
O=C(Cn1ncc2c3ccccc3n(Cc3ccccc3)c2c1=O)NCCCN1CCCC1	-15%	-3%	-9	15%	-4	?	-1.0	?	-20
COc1ccccc1N(C)S(=O)(=O)c1ccc(C(=O)N(C)Cc2ccc(OC(F)F)cc2)cc1	-12%	6%	-5	2%	-4	4%	-6.0	?	14
CSCCC(NC(=O)c1ccccc1C)C(=O)O (centres undefined)	-3%	2%	6	0%	4	1%	2.0	8%	2
CN(C)S(=O)(=O)c1cccn1-c1ncc(C(F)(F)F)cc1Cl	-15%	-4%	8	-4%	5	-14%	-0.8	44%[activator]	26
CC(C)CCN1CCN(Cc2ccoc2)CC1CCO (centres undefined)	-13%	-7%	-4	2%	5	4%	1.0	2%	1
Nc1nc(Nc2ccccc2)nc2c1ncn2[C@@H]1O[C@H](CO)[C@@H](O)[C@H]1O	-2%	-1%	21	23%	-13	7%	-0.3	57%[activator]	8
CCNC(=S)Nc1cccc(Cl)c1C	-4%	8%	-3	3%	3	-10%	0.1	-2%	-7
Cc1ccccc1Nc1nc(N)nc(COC(=O)c2ccccc2)n1	-6%	4%	4	15%	-4	0%	-2.1	91%[activator]	6
COc1ccc(N2CC(C(=O)OCC(=O)Nc3cccc(C)c3)CC2=O)cc1 (centres undefined)	-10%	0%	-31	-1%	-3	-10%	0.8	-5%	-1

Screening data (PubChem)
